mHtt clearance: mutant huntingtin protein clearance. HeLa Exon1htt(103Q)mCFP, aggregate imaging; zero = plate's median compound well. inhibition, % at 1.5 µM. 47,000 compounds, 0.42% hits. AID 853;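 active = inhibition of aggregate fluorescence above about 70%, also judged a hit by eye on the cell image, limit read from the data, passing the limit was not always enough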;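 also: cells exposed to compound for three days before fixation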
mHtt clearance grain fraction: second read-out of mHtt clearance, no call of its own (marks repeat the call); fraction fluorescence in grains; measured here: aggregate grain fluorescence fraction; stronger effect = lower value;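 scaled fraction of total cell fluorescence in grains with unit not stated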
Active calls of the source: *.

Screening O=C1C(SC(F)(F)C(F)F)=C(C(F)(F)F)OC2C3C=CC(C3)C12 (stereo not drawn) returned mHtt clearance -1 and mHtt clearance grain fraction 37.
Screening O=C(COc1ccccc1)Nc1ccc2c(c1)nc1n2CCSC1 returned mHtt clearance -49 and mHtt clearance grain fraction 49.
Screening CCc1ccc2[nH]c(=O)c(C(c3nnnn3CCOC)N3CCN(c4ccc(F)cc4)CC3)cc2c1 (stereo not drawn) returned mHtt clearance -80 and mHtt clearance grain fraction 37.
`CC1CCN(C(=O)CN(C)S(=O)(=O)c2cccc3nsnc23)CC1` gave mHtt clearance -75 and mHtt clearance grain fraction 65.
`COc1ccccc1-n1c(SCC(=O)O)nnc1-c1ccc(S(=O)(=O)N2CCCCC2)cc1` gave mHtt clearance -23 and mHtt clearance grain fraction 45.
For O=C(Cn1nc(-c2ccccc2)nc1-c1ccccc1)OC1CCCCC1 the results were mHtt clearance -51 and mHtt clearance grain fraction 31.
For COc1nc(N(C)C)nc(-n2nnc(C(C)=O)c2C)n1 the results were mHtt clearance 18 and mHtt clearance grain fraction 32.
For CS(=O)(=O)N(CC(=O)Nc1ccccc1C(=O)N1CCOCC1)c1ccc2c(c1)OCO2 the results were mHtt clearance 26 and mHtt clearance grain fraction 13.
For CC(C)CCNC(=O)C(c1ccncc1)N(Cc1cccs1)C(=O)Cn1nnc(-c2ccc(F)cc2)n1 (stereo not drawn) the results were mHtt clearance -19 and mHtt clearance grain fraction 24.
For Clc1ccc(Sc2cc(N3CCOCC3)nc(-c3ccccc3)n2)cc1 the results were mHtt clearance 12 and mHtt clearance grain fraction 34.
For CCOC(=O)c1c(NC(=O)CSc2nnc(CNc3ccc(C)cc3C)o2)sc(C)c1C the results were mHtt clearance 0 and mHtt clearance grain fraction 20.
`FC(F)(F)c1cc(-c2ccco2)nc(NCc2cccnc2)n1` gave mHtt clearance -32 and mHtt clearance grain fraction 49.
For CCN(CC)C(=O)CP(=O)(c1ccccc1)c1ccccc1 the results were mHtt clearance 64 and mHtt clearance grain fraction 16.
`Cc1cc(O)ccc1Nc1nc(-c2sc(N)nc2C)cs1` gave mHtt clearance -23 and mHtt clearance grain fraction 21.
CN(C(=O)c1cc2sccc2n1C)C1CCCCC1 was read as mHtt clearance 6 and mHtt clearance grain fraction 43.

Reprinted at random: two compounds from above, in no set order.
For CC(C)CCNC(=O)C(c1ccncc1)N(Cc1cccs1)C(=O)Cn1nnc(-c2ccc(F)cc2)n1 (stereo not drawn) the results were mHtt clearance -19 and mHtt clearance grain fraction 24.
Screening O=C1C(SC(F)(F)C(F)F)=C(C(F)(F)F)OC2C3C=CC(C3)C12 (stereo not drawn) returned mHtt clearance -1 and mHtt clearance grain fraction 37.

Next compounds.
`Cc1ccccc1-c1nc2sc3c(c2c(=O)o1)CCC3` gave mHtt clearance -40 and mHtt clearance grain fraction 27.
Screening Cc1cccc(CNC(=O)c2ccccc2N)c1 returned mHtt clearance 32 and mHtt clearance grain fraction 14.
For O=C(Nc1cccc(C(=O)N2CCOCC2)c1)c1cncc(Br)c1 the results were mHtt clearance 16 and mHtt clearance grain fraction 14.
Screening O=C(OCc1ccco1)c1ccc(S(=O)(=O)N2CCCCC2)cc1 returned mHtt clearance 4 and mHtt clearance grain fraction 18.
`Cc1ccc(C)n1-n1c(C)nc2sc(-c3ccccc3)cc2c1=O` gave mHtt clearance -40 and mHtt clearance grain fraction 27.
For O=C(O)CSc1ccccn1 the results were mHtt clearance 18 and mHtt clearance grain fraction 17.
Nc1nonc1N1CCCCC1 was read as mHtt clearance -25 and mHtt clearance grain fraction 24.
Screening Cc1cc(C(=O)NNC(=S)NCC(C)C)no1 returned mHtt clearance -17 and mHtt clearance grain fraction 45.
CCC(C)N1CC(O)=C(c2nc3ccccc3[nH]2)C1=N (stereo not drawn) was read as mHtt clearance 12 and mHtt clearance grain fraction 34.
For CC1=C(C(=O)Nc2ccccn2)C(c2ccc(N(C)C)cc2)n2ncnc2N1 (stereo not drawn) the results were mHtt clearance -34 and mHtt clearance grain fraction 49.
COC(=O)c1ccc(-c2nc3cc(N)ccc3o2)cc1 was read as mHtt clearance 20 and mHtt clearance grain fraction 16.
`c1ccc(-c2csc3ncnc(NCCCN4CCOCC4)c23)cc1` gave mHtt clearance 15 and mHtt clearance grain fraction 17.
CCC(=O)N(Cc1cc2cccc(C)c2[nH]c1=O)c1ccccc1OC was read as mHtt clearance 13 and mHtt clearance grain fraction 18.
`COc1ccc(-n2c(SCc3ccc(C#N)cc3)nnc2-c2ccccn2)cc1` gave mHtt clearance -74 and mHtt clearance grain fraction 32.
O=C1/C(=C/c2ccc([N+](=O)[O-])cc2)C=C(c2ccccc2)N1c1ccc(O)cc1 was read as mHtt clearance 2 and mHtt clearance grain fraction 21.
CCOC(=O)c1c(NC(=O)c2nn(CC)cc2Br)sc(C)c1C was read as mHtt clearance -2 and mHtt clearance grain fraction 20.
Screening N#Cc1c(N2C(=O)C3C4C=CC(C4)C3C2=O)sc2c1CCC2 (stereo not drawn) returned mHtt clearance -34 and mHtt clearance grain fraction 22.
For CC1=Nn2c(nnc2-c2ccc(F)cc2)SC1 the results were mHtt clearance -19 and mHtt clearance grain fraction 21.
For COc1cccc(NC(=O)CSc2nnc(CN3CCOCC3)n2C)c1 the results were mHtt clearance 18 and mHtt clearance grain fraction 33.
Screening CCCNc1nc(NCC)nc(OC)n1 returned mHtt clearance 3 and mHtt clearance grain fraction 38.
`CCOC(=O)N1CCN(c2nc3ccccc3nc2C(C#N)C(=O)NCCc2ccccc2)CC1` (stereo not drawn) gave mHtt clearance 17 and mHtt clearance grain fraction 17.
Screening COc1ccc(CCNC(=O)C(=O)N2CCCCC2)cc1OC returned mHtt clearance 52 and mHtt clearance grain fraction 8.7.
`CCOC(=O)C1Cc2ccccc2CN1` (stereo not drawn) gave mHtt clearance -10 and mHtt clearance grain fraction 37.
`CC(=O)c1c(C)oc(C)c1CSCc1ccc(C(=O)O)o1` gave mHtt clearance -14 and mHtt clearance grain fraction 41.
For CCN(CC)CC(=O)c1c[nH]c2ccc(C)cc12 the results were mHtt clearance 61 and mHtt clearance grain fraction 14.
Screening Cc1ccccc1OCC(O)Cn1c(NCc2ccco2)nc2c1c(=O)[nH]c(=O)n2C (stereo not drawn) returned mHtt clearance -22 and mHtt clearance grain fraction 42.
COc1ccc(-c2nnc(SCC(=O)NC(=O)NCc3ccco3)o2)cc1 was read as mHtt clearance 26 and mHtt clearance grain fraction 13.
For COc1ccc(C2NC3=C(CCC3)C3(C#N)C4(N=C(N)C23C#N)OCCO4)cc1 (stereo not drawn) the results were mHtt clearance -25 and mHtt clearance grain fraction 44.
For CC(=O)Nc1ccc(OC(=O)c2cc([N+](=O)[O-])ccc2Cl)cc1 the results were mHtt clearance 11 and mHtt clearance grain fraction 27.
`O=C(O)Cn1c(SC2CCCCC2)nc2ccccc21` gave mHtt clearance -65 and mHtt clearance grain fraction 62.
`COCCn1c(COc2ccc(OC)cc2)nc2ccccc21` gave mHtt clearance -2 and mHtt clearance grain fraction 20.
`O=C(CSc1nnc(-c2c[nH]c3ccccc23)o1)N1CCCCC1` gave mHtt clearance 36 and mHtt clearance grain fraction 12.
`O=C(Nc1ccc(N2CCCCC2)c(Cl)c1)c1ccc(N2CCOCC2)c([N+](=O)[O-])c1` gave mHtt clearance -20 and mHtt clearance grain fraction 35.
For CCN(CC)C(=O)Oc1ccccc1NC(C)=O the results were mHtt clearance 20 and mHtt clearance grain fraction 13.
For CCCCN(CC)CCNS(=O)(=O)c1ccc2c(c1)oc(=O)n2C the results were mHtt clearance -56 and mHtt clearance grain fraction 54.
Cc1nc2ccccn2c1C(=O)NCc1ccc2c(c1)OCO2 was read as mHtt clearance 37 and mHtt clearance grain fraction 22.
For CCOc1ccccc1NC(=O)c1nc[nH]c1C(=O)Nc1ccccc1OCC the results were mHtt clearance -9 and mHtt clearance grain fraction 37.
For CCOC(=O)c1cc2sccc2n1Cc1ccccc1 the results were mHtt clearance -20 and mHtt clearance grain fraction 53.
CC(C)(/C=N/O)/[N+]([O-])=C/c1ccco1 was read as mHtt clearance 3 and mHtt clearance grain fraction 30.
Screening COC(=O)c1cc(Br)c(=O)n(Cc2ccc(OC)c(OC)c2)c1 returned mHtt clearance -193 and mHtt clearance grain fraction 110.
Screening COC(=O)c1ccc2c(=O)n(CCCCCC(=O)NCc3ccccc3)c(=O)[nH]c2c1 returned mHtt clearance 35 and mHtt clearance grain fraction 15.
Screening COc1ccc(OC)c(NS(=O)(=O)c2cc(OC)ccc2OC)c1 returned mHtt clearance -31 and mHtt clearance grain fraction 24.
For COc1cccc(CNC(=O)c2ccccc2N)c1 the results were mHtt clearance 82* and mHtt clearance grain fraction 8.5*.
Screening O=C(CCN1CCCCCC1)c1ccccc1 returned mHtt clearance 39 and mHtt clearance grain fraction 11.
COc1cc(Cn2c(-c3nonc3N)nc3ccccc32)ccc1C was read as mHtt clearance -189 and mHtt clearance grain fraction 55.
COCCn1c(-c2ccccc2F)n[nH]c1=S was read as mHtt clearance -52 and mHtt clearance grain fraction 29.
`c1ccc(Nc2nc(-c3cccnc3)cs2)nc1` gave mHtt clearance -11 and mHtt clearance grain fraction 40.
COc1ccc(NC(=O)c2cnn3c(C(F)(F)F)cc(-c4ccco4)nc23)cc1OC was read as mHtt clearance -16 and mHtt clearance grain fraction 46.
CN(c1ncc(C(F)(F)F)cc1Cl)n1cc(C(N)=O)c2ccccc2c1=O was read as mHtt clearance 4 and mHtt clearance grain fraction 20.
Screening CCCC(c1nnnn1C(C)(C)CC)N1CCN(C2CCCC2)CC1 (stereo not drawn) returned mHtt clearance 5 and mHtt clearance grain fraction 34.
For Cc1cc(C2C(C#N)=C(N)OC3=C2C(=O)CCC3)c(C)s1 (stereo not drawn) the results were mHtt clearance -5 and mHtt clearance grain fraction 40.
`O=C(NCCSCc1ccco1)c1ccc(CN2CCOCC2)cc1` gave mHtt clearance -6 and mHtt clearance grain fraction 25.
Screening CCCn1c(SCC(=O)c2cc(OC)ccc2OC)nc2c1c(=O)n(C)c(=O)n2C returned mHtt clearance 17 and mHtt clearance grain fraction 16.
Screening N#Cc1c(NC(=O)Cn2c(=O)oc3ccccc32)oc(-c2ccccc2)c1-c1ccccc1 returned mHtt clearance 42 and mHtt clearance grain fraction 9.6.
Cc1c(Cl)cccc1NC(=O)CSc1nnc(CCNC(=O)OC(C)(C)C)o1 was read as mHtt clearance 37 and mHtt clearance grain fraction 12.
For COc1ccc(-c2nnn(CC(=O)c3ccc4c(c3)OCCO4)n2)cc1OC the results were mHtt clearance -42 and mHtt clearance grain fraction 66.
For Cn1c(=O)c2c(ncn2Cc2ccc(Cl)c(Cl)c2)n(C)c1=O the results were mHtt clearance 42 and mHtt clearance grain fraction 12.
Screening CCC12CN3CC(CC)(CN(C1)C3c1c(O)ccc3ccccc13)C2=O (stereo not drawn) returned mHtt clearance -24 and mHtt clearance grain fraction 24.
For O=C(O)c1ccc2noc(-c3ccccc3)c2c1 the results were mHtt clearance -27 and mHtt clearance grain fraction 21.
Screening Cc1cc(C(=O)Nc2c(F)cc(F)cc2Br)no1 returned mHtt clearance 48 and mHtt clearance grain fraction 10.
Screening CC1Cc2nc(SCC(=O)Nc3nc4ccccc4s3)n(C)c(=O)c2S1 (stereo not drawn) returned mHtt clearance 40 and mHtt clearance grain fraction 29.
CCOc1cc(C)c(S(=O)(=O)N2CCCC2)cc1C was read as mHtt clearance -44 and mHtt clearance grain fraction 29.
`N#Cc1nc(-c2ccco2)oc1NCc1ccc(F)cc1` gave mHtt clearance -86 and mHtt clearance grain fraction 65.
Screening CCOc1ccc(N=C(NC#N)SCC(=O)NC2CC2)cc1 returned mHtt clearance 20 and mHtt clearance grain fraction 27.
`Cc1[nH]c2ccccc2c1[C@H]1[C@@H](CC#N)C1(C)C` gave mHtt clearance -29 and mHtt clearance grain fraction 51.
For CC(C)C(c1nnnn1C1CCCC1)N1CCc2ccccc21 (stereo not drawn) the results were mHtt clearance 11 and mHtt clearance grain fraction 31.
Screening N#Cc1cc2c(nc1SCC(=O)N1CCCCC1)CCCCC2 returned mHtt clearance -76 and mHtt clearance grain fraction 33.
`Cc1cc(C)nc(NS(=O)(=O)c2ccc(Br)s2)c1` gave mHtt clearance 6 and mHtt clearance grain fraction 34.
Screening COc1ccc(S(=O)(=O)N2Cc3ccccc3CC2C(=O)Nc2nccs2)cc1OC (stereo not drawn) returned mHtt clearance -21 and mHtt clearance grain fraction 26.

Among those listed so far, these contain a furan ring, fused or not:
`FC(F)(F)c1cc(-c2ccco2)nc(NCc2cccnc2)n1` gave mHtt clearance -32 and mHtt clearance grain fraction 49.
Screening O=C(OCc1ccco1)c1ccc(S(=O)(=O)N2CCCCC2)cc1 returned mHtt clearance 4 and mHtt clearance grain fraction 18.
`CC(=O)c1c(C)oc(C)c1CSCc1ccc(C(=O)O)o1` gave mHtt clearance -14 and mHtt clearance grain fraction 41.
Screening Cc1ccccc1OCC(O)Cn1c(NCc2ccco2)nc2c1c(=O)[nH]c(=O)n2C (stereo not drawn) returned mHtt clearance -22 and mHtt clearance grain fraction 42.
COc1ccc(-c2nnc(SCC(=O)NC(=O)NCc3ccco3)o2)cc1 was read as mHtt clearance 26 and mHtt clearance grain fraction 13.
CC(C)(/C=N/O)/[N+]([O-])=C/c1ccco1 was read as mHtt clearance 3 and mHtt clearance grain fraction 30.
COc1ccc(NC(=O)c2cnn3c(C(F)(F)F)cc(-c4ccco4)nc23)cc1OC was read as mHtt clearance -16 and mHtt clearance grain fraction 46.
`O=C(NCCSCc1ccco1)c1ccc(CN2CCOCC2)cc1` gave mHtt clearance -6 and mHtt clearance grain fraction 25.
Screening N#Cc1c(NC(=O)Cn2c(=O)oc3ccccc32)oc(-c2ccccc2)c1-c1ccccc1 returned mHtt clearance 42 and mHtt clearance grain fraction 9.6.
`N#Cc1nc(-c2ccco2)oc1NCc1ccc(F)cc1` gave mHtt clearance -86 and mHtt clearance grain fraction 65.

These rows are one share of the data. The share of hits here may be higher or lower than overall.
